RNase H inhibition – RNase H inhibition, HIV 1 Gag Pol polyprotein, FRET biochemical assay, screening (AID 372) | HIV-1 RT RNase H, FRET RNA/DNA substrate fluorescence; higher % means a stronger effect | inhibition, % at 10 µM, or IC50 in µM where a hit was titrated | 0.77% of 100,000 active; in the data active = inhibition above about 50%
Starred values were filed as active, the others as inactive.

structure	RNase H inhibition
COc1ccc2nc(C)c(CC=C(Cl)Cl)c(Cl)c2c1	3%
CCOc1ccc(N2C(=O)NC(=O)/C(=C\c3ccc(N(CC)CC)cc3OC)C2=O)cc1	20%
CC(C)(C)N1C(=O)NC(=O)C(=Cc2ccc([N+](=O)[O-])s2)C1=O	4%
O=C(NC(c1ccccc1)c1ccccc1Cl)NC(c1ccccc1)c1ccccc1Cl (stereo not given)	35%
COc1ccc(NC(=O)c2ccc(CSc3ccc(Cl)cc3)cc2)cc1OC	0%
CCOc1ccc(NC(=S)NC(NC(=O)c2ccccc2)C(Cl)(Cl)Cl)cc1 (stereo not given)	19%
COc1ccc(OCC(O)COc2ccc(C(=O)O)cc2)cc1 (stereo not given)	3%
CCOC(=O)C1=NN(C(=O)Cc2ccccc2)C(O)(c2ccc(Cl)cc2)C1 (stereo not given)	6%
O=C(O)c1ccc2c(c1)c1c(n2Cc2ccccc2)CCS(=O)(=O)C1	9%
O=[N+]([O-])c1ccc(O)c(C=Nc2ccc(Cl)cc2Cl)c1	0%
C=CCOC(=O)C1=C(C)NC(=O)NC1c1ccccc1Cl (stereo not given)	3%
CCC(C)Sc1nc(O)c(Cc2ccccc2)c(=O)n1-c1ccc(C)cc1 (stereo not given)	9%
N#CC(C#N)=Cc1ccc(-c2ccc(S(N)(=O)=O)cc2)o1	5%
CCCCN1C(=O)C(O)=C(C(C)=O)C1c1cccc([N+](=O)[O-])c1 (stereo not given)	0%
CCCCSC1=C(C#N)C(c2cccs2)C(C(C)=O)=C(C)N1 (stereo not given)	4%
O=C1CC(=O)N(c2ccc(Br)cc2)N1	2%
CC(C)=CCCC(C)CC1OCC(C)O1 (stereo not given)	7%
CC(C)COc1ccc(C(=O)Nc2cccc3ccccc23)cc1	12%
CCOC(=O)C1=C(C)N=c2s/c(=C\c3ccc(OCC)cc3)c(=O)n2C1c1ccccc1 (stereo not given)	16%
COC(=O)c1ccc(/C=C2/C=C(c3ccc(OC)cc3)OC2=O)cc1	6%
CN(/N=C/c1ccccc1O)C(=S)c1ccccc1	1%
Cc1cc(/C=C2\C(=O)NC(=S)N(c3cccc(Cl)c3)C2=O)c(C)n1-c1ccc(Cl)cc1	40%
O=C(c1ccc([N+](=O)[O-])cc1Cl)N1CCc2ccccc2C1	13%
Cn1c(SCC(=O)N2CCCCC2)nc(O)cc1=O	11%
Cc1[nH]c2ccccc2c(=O)c1CC=C(Cl)Cl	5%
COc1ccc(-c2cc(C(=O)NC3CCCC3)c3ccccc3n2)cc1	4%
Cc1ccc(-c2ccc(/C=C3/SC(=S)NC3=O)o2)cc1Cl	36%
Cc1ccc(-n2cnc3cc(NS(=O)(=O)c4ccc(C)cc4)ccc32)cc1	11%
CCc1ccc(OCCCCOc2ccc(OC)cc2)cc1	15%
CC(C)(C)c1ccc(OCC(=O)Nc2cccc(NC(=O)c3cccc(Cl)c3)c2)cc1	12%
Clc1ccccc1/C=C/C=N/Nc1nc(N2CCOCC2)nc(N2CCOCC2)n1	16%
O=C(COc1ccccc1[N+](=O)[O-])Nc1ccc(N2CCOCC2)cc1	0%
COc1ccc(/C=C/C(=O)Nc2ccc(OC(F)(F)F)cc2)cc1	3%
COc1ccc(C2CC(C(F)(F)F)n3nc(C(=O)Nc4cccc(C(C)O)c4)cc3N2)cc1 (stereo not given)	11%
CCOP(=O)(OCC)C(Nc1ccccc1)c1cccc([N+](=O)[O-])c1 (stereo not given)	13%
COCCNC(=O)C(=O)N/N=C/c1cc(C)n(-c2c(C)cccc2C)c1C	4%
COCCNC(=O)CN(c1cccc(OC)c1)S(=O)(=O)c1ccccc1	3%
CCCCCOC(=O)C1=C(C)NC2=C(C(=O)CCC2)C1c1cccc(Cl)c1Cl (stereo not given)	5%
COc1ccc2c(c1OC)C(=O)N(c1nc(-c3ccccc3)c(C(=O)c3ccccc3)s1)C2=O	28%
O=C(Nc1ccc(Cl)cc1)N1CCN(c2ccc(Cl)cc2)CC1	0%
CCc1ccc(-c2nc3cc(NC(=O)c4ccc(C)c([N+](=O)[O-])c4)ccc3o2)cc1	35%
CCn1nc(C)c(Cc2c(C)nn(CC)c2C)c1C	0%
CCC1CCCCN1CN1C(=O)c2ccccc2C1=O (stereo not given)	1%
CCOCCOC(=O)C1=C(C)NC2=C(C(=O)CC(c3cccs3)C2)C1c1ccccc1OCC (stereo not given)	0%
O=C(CNc1ccc(Cl)cc1Br)NN=C1CCCCC1	8%
CCOC(=O)C1=C(CC)OC(N)=C(C#N)C1c1ccc(OC)cc1OC (stereo not given)	3%
Cn1nccc1C(=O)Nc1nc2ccccc2s1	4%
CCOc1ccc(NC(=O)C2=C(C)NC(=S)NC2c2ccc(OC)c(OC)c2)cc1 (stereo not given)	0%
Cc1cc(I)ccc1NC(=O)c1ccc(Br)cc1	1%
COc1cccc(OCCNc2cc(N3CCCC3)ccc2[N+](=O)[O-])c1	41%

Continuation:
structure	RNase H inhibition
CCCC(=O)Nc1ccc(Cl)c(-c2nc3ncccc3o2)c1	13%
O=C(Nc1ccc(Cl)c(Cl)c1)Nc1ccc(I)cc1F	9%
O=C(COc1ccc(Br)cc1Cl)Nc1ccccc1	43%
CCn1c2ccccc2c2cc(CN(CCN(C)C)Cc3ccccc3)ccc21	21%
N#C/C(=C\Nc1ccccc1)c1nc(-c2cccc([N+](=O)[O-])c2)cs1	37%
OC(CNCc1ccccc1)Cn1c2ccccc2c2ccccc21 (stereo not given)	15%
CCCCc1ccc(OCC(=O)N/N=C/c2cccc(OC)c2OC)cc1	14%
COC(=O)C1=C(C)N(C)C(=O)/C1=C\c1ccco1	11%
CC1=NN(c2ccc(S(N)(=O)=O)cc2)C(=O)/C1=C\c1ccc(-c2cc([N+](=O)[O-])ccc2C)o1	42%
C=CCOc1ccc(Cl)cc1/C=N/c1ncn[nH]1	10%
Cc1cccc(C(=O)O/N=C(\N)c2ccncc2)c1	12%
O=C1CC(NCc2cccs2)C(=O)N1c1ccc(Cl)cc1 (stereo not given)	15%
COc1cc(NC(=O)C(=O)NCCN2CCNCC2)c(OC)cc1Cl	23%
COc1ccc2nc(SCC(=O)O)[nH]c2c1	2%
CC1(C)OC(=O)N(c2ccccc2)C12C=Cc1cc(Br)cc([N+](=O)[O-])c1O2 (stereo not given)	0%
O=C(Cn1cc(/C=C2\NC(=O)NC2=O)c2ccccc21)Nc1ccccc1	0%
CCN(CC)c1ccc(C=Nc2ccc(Cl)cc2Cl)c(O)c1	12%
COc1ccccc1N(CC(=O)Nc1cc(C)ccc1C)S(=O)(=O)c1ccccc1	20%
Cc1cccc2c1[nH]c1nc(SCC(C)C)nnc12	3%
COc1cc(C(=O)c2cc(Br)ccc2NC(=O)COc2ccccc2)cc(OC)c1OC	3%
O=C(Nc1ccc2nn(-c3cccc([N+](=O)[O-])c3)nc2c1)c1ccccc1	22%
COCCOC(=O)c1c(C)oc2ccc(OCc3ccccc3Br)cc12	0%
O=C(COc1ccc(Cl)cc1Cl)N/N=C/c1ccccn1	16%
O=C(N/N=C/c1ccccc1Cl)c1ccccn1	17%
C=CCc1ccc(OCCCOc2ccc(C(=O)O)cc2)c(OC)c1	20%

Sorted by formula weight (smallest number first): part of the list above
structure	RNase H inhibition
O=C(N/N=C/c1ccccc1Cl)c1ccccn1	17%
CCN(CC)c1ccc(C=Nc2ccc(Cl)cc2Cl)c(O)c1	12%
COCCOC(=O)c1c(C)oc2ccc(OCc3ccccc3Br)cc12	0%

(next part)
structure	RNase H inhibition
CC(=O)Nc1ccc2nn(-c3ccc(F)cc3)nc2c1	4%
CCOc1ccc(-n2nc3ccc(NC(=S)NC(=O)c4ccc(OC)c(Cl)c4)cc3n2)cc1	19%
CCOc1ccc(N/C=C\C(=O)c2ccc3ccccc3c2)cc1	23%
COc1cccc(C=Nc2ccc(NC(=O)c3cccc(Br)c3)cc2)c1O	10%
CCCC1=C(C(=O)OCC)C(c2ccc(Br)s2)C(C#N)=C(N)O1 (stereo not given)	1%
Cc1cccc(NC(=O)c2cccc(S(=O)(=O)N3CCCCC3)c2)c1	10%
O=C(Nc1ccccc1C(=O)NCCCO)c1ccccc1	0%
Cc1cccn2c(=O)c(/C=C3\SC(=S)N(C(C)c4ccccc4)C3=O)c(NCCc3ccccc3)nc12 (stereo not given)	11%
O=C1NC(=S)N(c2ccc(Cl)cc2)C(=O)/C1=C/c1ccc(O)c(Br)c1	6%
CCc1nnc(NC(=O)C2CC3CCC2C3)s1 (stereo not given)	24%
O=C(Nc1ccc(SC(F)F)cc1)/C(=C/c1ccc(Cl)cc1)NC(=O)c1ccccc1	12%
O=C(CSc1nc2ccccc2[nH]1)c1ccc(-c2ccccc2)cc1	17%
O=C(COc1ccccc1[N+](=O)[O-])N/N=C/c1cccc(OC(=O)c2ccc3c(c2)OCO3)c1	17%
O=C(Nc1ccc(S(=O)(=O)Nc2nccs2)cc1)/C(=C\c1ccc(Br)cc1)NC(=O)c1ccco1	7%
Cc1cccc(C)c1NC(=O)c1ccc([N+](=O)[O-])cc1	2%
CCC(=O)N(CCc1ccc(OC)cc1)C1CC(=O)N(c2ccc(Br)cc2)C1=O (stereo not given)	1%
Cc1ccc(C(=O)Nc2ccc3oc(-c4c(F)c(F)c(F)c(F)c4F)nc3c2)cc1[N+](=O)[O-]	5%
COc1ccc(OCC(=O)Oc2ccc3c(c2)C(C)=CC(C)(C)N3)cc1	9%
O=C1N/C(=N/N=C/c2ccccc2O)SC1Cc1cc(Cl)ccc1Cl (stereo not given)	12%
O=C(Nc1ccc(-c2nc3ccccc3s2)cc1)c1cccc(C(F)(F)F)c1	30%
Cc1ccc(S(=O)(=O)N(CC(=O)NCCSCc2ccccc2)c2cc(C)ccc2C)cc1	28%
O=C1c2ccccc2CCC1C1(O)C(=O)Nc2ccccc21 (stereo not given)	9%
O=C(NC(=S)Nc1cc([N+](=O)[O-])ccc1F)c1cccs1	0%
CCc1ccc(C(=O)c2ccccc2C(=O)O)cc1	5%
CCn1c(O)c(/C=C2\C=Nc3ccccc32)sc1=S	16%
O=C(Nc1cccc(Cl)c1)O/N=C\c1ccncc1	6%
CC(C)COc1ccc(C(=O)Nc2cccc(C(F)(F)F)c2)cc1	8%
O=C(/C=C/c1ccco1)Nc1nc2ccc(Br)cc2s1	59%*
CC(C)(C)c1ccc(C(=O)NCC(=O)OCC(=O)c2ccc([N+](=O)[O-])cc2)cc1	1%
CCOC(=O)CSc1nc(C2CC2)cc(-c2ccc(OC)cc2)c1C#N	16%
CC(=NCCCNC1CCCCC1)C1=C(O)CC(C)(C)CC1=O	9%
Cc1cc(C)c(OCC(=O)Nc2ccc(I)cc2)c(C)c1	4%
C=CCOc1c(Br)cc(/C=c2\sc3n(c2=O)C(c2ccc(N(C)C)cc2)C(C(=O)OCC)=C(C)N=3)cc1Br (stereo not given)	14%
Cc1ccc(-c2nc3ccccc3o2)cc1NC(=O)c1ccc([N+](=O)[O-])c(C)c1	19%
COc1ccc(/C=C2\SC(N3CCCC3)=NC2=O)cc1	8%
CC(=O)NS(=O)(=O)c1ccc(NC(=O)Cc2ccccc2)cc1	0%
O=C(Nc1ccc(Cl)cn1)c1ccc(Br)cc1	10%
O=C(CO/N=C/c1ccccc1)N=Nc1c(O)n(CN2CCOCC2)c2ccccc12	12%
COC(=O)c1c(C)oc2cc(Br)c(OCC(N)=O)cc12	0%
CCOC(=O)C1=C(C)N=c2s/c(=C/c3cc(OC)ccc3OC)c(=O)n2C1c1cccs1 (stereo not given)	6%
Cc1ccc(N=C2NC(=O)/C(=C/c3ccc(F)cc3)S2)cc1Cl	44%
CCOc1ccc(C(=O)NC(C)C2COc3ccccc3O2)cc1 (stereo not given)	3%
COc1ccc(CCNS(=O)(=O)c2ccc(Cl)cc2)cc1	0%
Cc1ccc(N2C(=O)C3C(C2=O)C2(C)C=CC3(C)O2)cc1 (stereo not given)	0%
COc1ccc(C2C(C(C)=O)=C(O)C(=O)N2c2ccc(Br)cn2)cc1 (stereo not given)	15%
COc1cc(/C=N/NC(=O)CCc2cc(C(C)(C)C)c(O)c(C(C)(C)C)c2)cc(Br)c1O	30%
Cc1cccc(OCCCCN2CCCC2)c1	0%
CC(=O)Nc1ccc(C(=O)Nc2ccc(-c3nc4ccccc4[nH]3)cc2)cc1	3%
O=C(NCc1ccccn1)C12CC3CC(CC(C3)C1)C2	6%
COc1ccc(C)cc1NC(=O)COc1ccc(Br)c(C)c1	0%

Some of the entries above in another layout.
COc1ccc(CCNS(=O)(=O)c2ccc(Cl)cc2)cc1
  RNase H inhibition: 0%
Cc1ccc(N2C(=O)C3C(C2=O)C2(C)C=CC3(C)O2)cc1 (stereo not given)
  RNase H inhibition: 0%

Next section
structure	RNase H inhibition
CCCCOC(=O)c1ccc(NC(=O)c2ccc(I)cc2)cc1	10%
O=C(N/N=C/c1cccc(Cl)c1Cl)c1cccc([N+](=O)[O-])c1	2%
CCOc1ccc(CSc2ncn[nH]2)cc1	6%
CN1C(=O)CC(N2CCN(c3ccccc3)CC2)C1=O (stereo not given)	6%
Cc1cccc(-c2nc3cc(NC(=S)NC(=O)c4ccco4)ccc3o2)c1	42%
O=C1NC(=S)NC(=O)C1=Cc1cc(Br)ccc1OCc1cccc2ccccc12	32%
CC(CC(=O)c1ccc(Cl)cc1)CC(=O)c1ccc(Cl)cc1	14%

Screens: PubChem BioAssay, MTDP

Only part of the results is shown; the hit share may differ from the screen's.
